# MmCpn inh: M. maripaludis TRiC chaperonin inhibition | purified Mm-Cpn ATPase, ADP Transcreener TR-FRET | Potency, µM (series often up to 76.9 µM), for inactives: at the highest dose activity, negative = inhibition, actives largely listed as inhibitors | hit rate 0.031% among 330,000 | AID 504842; also: potency is read from the fitted curve at half-maximal effect; % is scaled to controls: 0 for no effect and ±100 for the full control effect; nearly all actives have a fitted effect of over 80% in size
#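 Reaction buffer contained 30 mM Tris pH 7.4, 100 mM KCl, 5 mM MgCl2 and 1 mM DTT. Mm-CPN (25 nM final) hydrolysed 10 uM ATP over 30 min at 37°C; ADP was read by HTRF.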
# Nrf2 block: inhibitors of Nrf2 signaling; A549 ARE-Fluc reporter, luciferase luminescence, 18-24 h; Potency, µM (highest dose often 46 µM), for the others: at the top dose activity change, negative = inhibition, hits mostly inhibitors; hit rate 2.1% among 360,000; AID 504444; also: potency is read from the fitted curve at half-maximal effect; % is scaled to controls: 0 for no effect and ±100 for the full control effect; nearly all actives have a fitted effect of over 60% in size
#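 Concentration-response testing used A549 ARE_Fluc cells at 5000 cells/well. Following an 18-24 h compound incubation, viability was read by fluorescence (Ex 405/Em 525) and luciferase output by luminescence.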
# HepG2 tox: HepG2 cytotoxicity, counter-screen for TGF-b inhibitors; HepG2 CAGA-GFP viability, ATP luminescence, 18 h; Potency, µM (doses to about 46.1 µM), without a hit: at the highest dose activity change, negative = cytotoxicity, actives largely listed as cytotoxic; hit rate 0.76% among 410,000; AID 588856; also: potency is read from the fitted curve at half-maximal effect; some results filed as inactive show a strong effect at the top dose
#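 CellTiter-Glo luminescence gave cytotoxicity after 18 hours at 37 degrees C. The cells were HepG2 CAGA-GFP in 1% FBS DMEM, stimulated with 500 pg/mL TGF-beta after compound addition. %Activity was normalised to no-cell wells (complete cell-killing) and DMSO (no toxicity), and curves were fitted and classified.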
# TGFb inhibitor: inhibitors of TGF-b signaling | HepG2 CAGA-GFP TGF-b/SMAD3 reporter, GFP fluorescence, 18 h; TGF-beta stimulated, 500 pg/mL final | AID 588855 | hit rate 1.2% among 410,000 | Potency, µM (highest dose often 46.1 µM), without a hit: at the highest dose activity, negative = inhibition, actives largely listed as inhibitors; also: potency is read from the fitted curve at half-maximal effect; % is scaled to controls: 0 for no effect and ±100 for the full control effect; nearly all actives have a fitted effect of over 65% in size
#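 HEPG2 CAGA-GFP, 1000 cells/well; 2 h settle, 37 C; cpd via pin tool; TGF-b 500 pg/mL final; 18 h, 37 C; GFP imaging ex488/em500-530; %Activity normalised to -TGF-b and +DMSO controls; CRC fit, curve class.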
# Akt phos inh: Akt phosphorylation inhibition | Neuro2A IGF-stimulated pAkt S473 HTRF, 20 min; hits give low values | hit rate 0.32% among 360,000 | activity change, % for hits at 50 µM; in the data active = activity change below about -80%; inconclusive = mostly about -51% to -80%; also: % is scaled to controls: 0 for no effect and ±100 for the full control effect
#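 Neuro2A cells (4,500/well, DMEM with 0.5% FBS) were treated with compound at a single 50 µM final concentration, stimulated with 6 nM IGF for 20 min at 37 °C, and lysed. Phospho-Akt Ser473 was read by HTRF as 665/615 ratio ×10^4.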
# Nrf2 ARE act: activators of Nrf2 (ARE) signaling | Potency, µM (doses to about 46.1 µM), without a hit: top-dose activation, hits mostly activators | AID 624171 | hit rate 0.31% among 410,000 | AREc32 ARE-luciferase reporter (MCF7-derived line), luminescence, 24 h; also: potency is read from the fitted curve at half-maximal effect; % of control where 0% means no effect; nearly all actives have a fitted effect of over 65% in size
#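 Reporter line AREc32 (ARE-Fluc), seeded overnight in OPTI-MEM with 5% FBS; compound pin-transferred, 24 hr at 37 deg C, 5% CO2; luminescent read-out.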
# A549 viability: kills or reduces viability of A549 cells in Nrf2 counter-screen; A549 ARE-Fluc cells, CellTiter-Fluor viability, 18-24 h; Potency, µM (highest dose often 46 µM), for the others: top-dose activity change, negative = cytotoxicity, usual class: inhibitors; hit rate 0.16% among 390,000; AID 504648; also: potency is read from the fitted curve at half-maximal effect; % is scaled to controls: 0 for no effect and ±100 for the full control effect
#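 Cytotoxicity counterscreen: CellTiter-Fluor fluorescence was measured in A549 ARE_Fluc cells after 18-24 h of compound exposure in a concentration series. The subsequent BugLite luminescent read reports ARE-luciferase activity.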
# Abeta yeast res: restores growth of yeast expressing A-beta42 peptide; Potency, µM (doses to about 46.1 µM), without a hit: at the top dose growth rescue, usual class: activators; yeast expressing A-beta42, growth rescue, OD600, 48 h; response scale: 0% DMSO, 100% iron-clioquinol control; hit rate 0.063% among 410,000; also: potency is read from the fitted curve at half-maximal effect; nearly all actives have a fitted effect of over 55% in size
#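 Yeast growth medium received pinned compounds, then yeast cells expressing toxic A-beta were added; plates incubated at 30 C for 48 hr. Growth read as absorbance at 600 nm, normalized to DMSO and equimolar FeCl3 plus clioquinol controls.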
# CCT chaperon mod: cytosolic chaperonin activity modulation | activity change, % (concentration not given with the values), hits read low | hit rate 0.3% among 360,000 | purified chaperonin ATPase assay, HTRF ADP detection, 30 min; in the data active = activity change below about -30%; also: % is scaled to controls: 0 for no effect and ±100 for the full control effect
#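 ATPase activity: ADP formed was measured by HTRF Transcreener (665/615 nm ratio) after 30 min at 37 deg C with 10 uM ATP. Compounds screened at one 76 uM concentration against 40 or 20 nM TRiC in Tris pH 7.4/KCl/MgCl2/DTT buffer.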
# Numbers without * were called inactive; i = inactive; ? = inconclusive; nt = not tested or not shown; [ ] = dose if it differs, or a comment. Unless noted, calls follow the shape of the dose curve; as a rule, active = well fitted curve in the direction sought with a large enough effect; inconclusive = small, poorly fitted or top-dose-only effect, or another doubt; inactive = no such curve, though single readings can be large; an effect the other way counts as inactive or inconclusive.
SMILES,MmCpn inh,Nrf2 block,HepG2 tox,TGFb inhibitor,Akt phos inh,Nrf2 ARE act,A549 viability,Abeta yeast res,CCT chaperon mod
Cc1cnc(C(=O)OCC(=O)NCc2ccccc2)cn1,-1%,2%,1%,-11%,i,0.1%,1%,12%,-1.5
C[C@@H]1CN([C@H](C)CO)C(=O)c2cc(NS(=O)(=O)c3cn(C)cn3)ccc2O[C@H]1CN(C)C(=O)Nc1ccccc1,0%,2%,5%,-5%,i,-0.8%,2%,-6%,-1.7
CC(Oc1ccc(F)cc1)C(=O)Nc1ccccc1N1CCCCC1 (stereo not given),0%,-3%,8%,?,i,0.1%,-1%,-2%,-8.0
CCOC(=O)C1CCCN(C(=O)COc2ccc(C(=O)c3ccccc3)cc2)C1 (stereo not given),-2%,-6%,-1%,0%,i,-0.2%,2%,6%,-3.0
O=C(Nc1ccc2c(c1)OCCO2)C(CCc1ccccc1)N(Cc1ccccc1)Cc1ccccc1 (stereo not given),nt,nt,-10%,-28%,i,0.2%,nt,5%,-1.5
Cc1cc(C)c(C#N)c(OCC(=O)c2ccccc2)n1,0%,8%,-24%,-5%,i,?,-4%,15%,0.5
COCCNC(=S)N(CCc1c(C)[nH]c2ccc(F)cc12)Cc1ccc(C)cc1,-2%,?,-12%,?,i,4.7%,?,?,-1.9
Cc1cc(C)c(S(=O)(=O)/N=C2\C=C(NS(=O)(=O)c3ccccc3)C(=O)c3ccccc32)c(C)c1,0%,6%,0%,-1%,i,0.2%,-3%,13%,-1.6
FC(F)C(F)(F)Oc1cccc(Nc2nccn3c(-c4ccc5ccccc5c4)cnc23)c1,nt,nt,-10%,2%,i,4.3%,nt,4%,-0.2
CCCC(C(=O)NC1CCCCC1)N(CC1CCCO1)C(=O)CNS(=O)(=O)c1ccc(F)cc1 (stereo not given),1%,nt,2%,9%,i,0.2%,-5%,13%,-0.4
Cc1cccc2cc(CN(Cc3nnnn3Cc3ccco3)C3CCCC3)c3nnnn3c12,2%,-11%,-22%,1%,i,0.5%,10%,17%,-2.5
Cc1c(C(=O)Nc2nnc(C3CC3)s2)oc2ccccc12,-1%,?,-22%,-18%,i,7.7%,-5%,-1%,1.2
CN(Cc1ccccc1)S(=O)(=O)c1ccc2c(c1)n(C)c(=O)n2C,-1%,-29%,-19%,-1%,i,5.9%,-2%,-10%,-2.0
CC(C)CCn1c(NCCc2ccccc2)nc2c1c(=O)n(C)c(=O)n2C,1%,?,-31%,-14%,i,0.6%,1%,4%,-0.4
Cc1cccc(C)c1NC(=O)COC(=O)Cc1ccsc1,0%,-8%,2%,10%,i,0.1%,-1%,5%,-4.1
COc1cccc(CNC(=O)CCc2nnc3n(C)c(=O)c4sccc4n23)c1,nt,5%,-20%,nt,nt,-1.1%,-2%,-13%,nt
COc1ccccc1OCc1ccc(C(=O)N2CCN3CCCC3C2)cc1 (stereo not given),-2%,?,-27%,-24%,-105%*,0.2%,-2%,13%,-1.7
COc1cccc(/C=N\NC(=O)c2ccc(C)nc2)c1,-2%,?,-3%,-8%,i,3.8%,10%,8%,-1.4
CCC1(c2ccc(F)cc2)NC(=O)N(CC(=O)Nc2cccc(S(=O)(=O)N3CCCC3)c2)C1=O (stereo not given),nt,-8%,-22%,-15%,i,2.1%,0%,4%,0.9
CC(=O)Nc1ccc(S(=O)(=O)NCc2ccc(C(=O)NCCN(C)Cc3ccccc3)cc2)cc1,nt,nt,-27%,-5%,i,-0.4%,nt,-11%,-1.8

# Next section, overlapping the part above by six compounds.
SMILES,MmCpn inh,Nrf2 block,HepG2 tox,TGFb inhibitor,Akt phos inh,Nrf2 ARE act,A549 viability,Abeta yeast res,CCT chaperon mod
Cc1cccc(C)c1NC(=O)COC(=O)Cc1ccsc1,0%,-8%,2%,10%,i,0.1%,-1%,5%,-4.1
COc1cccc(CNC(=O)CCc2nnc3n(C)c(=O)c4sccc4n23)c1,nt,5%,-20%,nt,nt,-1.1%,-2%,-13%,nt
COc1ccccc1OCc1ccc(C(=O)N2CCN3CCCC3C2)cc1 (stereo not given),-2%,?,-27%,-24%,-105%*,0.2%,-2%,13%,-1.7
COc1cccc(/C=N\NC(=O)c2ccc(C)nc2)c1,-2%,?,-3%,-8%,i,3.8%,10%,8%,-1.4
CCC1(c2ccc(F)cc2)NC(=O)N(CC(=O)Nc2cccc(S(=O)(=O)N3CCCC3)c2)C1=O (stereo not given),nt,-8%,-22%,-15%,i,2.1%,0%,4%,0.9
CC(=O)Nc1ccc(S(=O)(=O)NCc2ccc(C(=O)NCCN(C)Cc3ccccc3)cc2)cc1,nt,nt,-27%,-5%,i,-0.4%,nt,-11%,-1.8
Cc1ccc(S(=O)(=O)CCC(=O)N2CCN(c3ccccc3O)CC2)cc1,0%,-17%,-14%,-19%,i,3.6%,14%,-11%,0.0
c1ccc(CN2CCN(Cc3c[nH]c4ccccc34)CC2)cc1,2%,-4%,-30%,-2%,i,20%,3%,-9%,1.4
COc1ccc(/C=N/N=C/c2ccc(OC)c(OC)c2)cc1OC,2%,0%,10%,-4%,i,-0.6%,-11%,11%,-6.0
O=C(Nc1cccn(Cc2ccccc2Cl)c1=O)NC1CCCCC1,3%,?,-7%,-13%,i,4.2%,7%,7%,-0.4
Cc1ccc(S(=O)(=O)N2C[C@H]3N(C(=O)OC(C)C)N(C(=O)OC(C)C)C[C@H](OC(=O)Nc4c(C)noc4C)[C@@]3(O)C2)cc1,nt,nt,0%,-20%,i,-0.2%,nt,-5%,-4.1
CCc1c(C)sc(NC(=O)c2ccoc2C)c1C(N)=O,2%,?,-3%,-11%,i,7.0%,4%,-91%[inhibitor],3.9
CC(=O)Nc1ccc(NC(=O)COC(=O)[C@@H]2CCCN2C(=O)c2cccs2)cc1,1%,-3%,3%,0%,i,-0.6%,-6%,-9%,0.0
COc1ccc(Cl)cc1S(=O)(=O)NCc1cccnc1,0%,-6%,-5%,-30%,i,0.1%,4%,8%,-2.0
CCn1cc(S(=O)(=O)c2ccc(OC)cc2)c(=O)c2cc(F)c(N3CCCCCC3)cc21,nt,0%,8%,0%,nt,-1.1%,12%,5%,nt
COC(=O)C1=C(C(=O)OC)[C@]2([C@H]3CCCCN[C@@H](Cc4ccccc4)C(=O)N3Cc3ccccc3)C=C[C@H]1O2,-1%,23µM*,2%,?,i,0.1%,-5%,-3%,-0.9
CCCCNc1ncnc2oc(-c3ccco3)c(-c3ccco3)c12,nt,21µM*,-27%,?,nt,nt,-14%,nt,nt
CC(C)Cn1c(SCC(=O)c2c(N)n(C)c(=O)n(C)c2=O)nc2ccccc21,-1%,nt,-4%,0%,i,0.0%,3%,-2%,1.4
O=C(CCCn1c(=S)[nH]c2cc3c(cc2c1=O)OCO3)NCc1cccc(Cl)c1,-21%,4%,0%,-6%,nt,-0.9%,?,4%,-0.1
CN(C)c1ccc(CNc2nc(-c3ccco3)nn2S(=O)(=O)c2ccc3ccccc3c2)cc1,nt,3%,0%,-1%,nt,3.3%,-2%,4%,nt
CCOC(=O)NC(=O)COC(=O)c1cccc2ccccc12,1%,7%,-21%,-1%,i,-0.1%,1%,16%,-2.1
CC(=O)c1cccc(Nc2cc(C)nc3c(C)cccc23)c1,3%,-10%,-5%,-1%,i,5.6%,?,-1%,-0.1
CC12CCC(C(=O)N/N=C/c3ccc(O)cc3)(OC1=O)C2(C)C (stereo not given),1%,-3%,-1%,-2%,i,-0.2%,6%,-1%,-3.1
O=C(NCCNC(=O)C(c1ccccc1)c1ccccc1)c1ccco1,-1%,15%,-1%,0%,i,0.5%,-2%,-9%,-1.1
CCOc1ccc(CCNC(=O)CSc2nc3ncc(Cl)cc3[nH]2)cc1OCC,1%,18%,-22%,-9%,i,-0.3%,0%,-5%,2.2
Cc1ccc(C2=N/C(=C\c3c(C)nn(-c4ccccc4)c3N3CCCC3)C(=O)O2)cc1,-3%,3%,-1%,2%,i,2.6%,4%,-9%,0.2
CCCN(CC(=O)Nc1ccccc1OC)C(=O)c1ccccn1,-1%,1%,1%,-5%,i,1.8%,0%,-6%,2.1
COc1ccc(N2CCN(C(=O)CCS(=O)(=O)c3cccc4nsnc34)CC2)cc1,0%,-1%,-8%,-7%,i,-0.2%,0%,13%,-4.4
CCCSc1nc2c(c(=O)[nH]1)C(c1ccc(O)c(OCC)c1)CC(=O)N2 (stereo not given),nt,11%,-3%,-2%,nt,-1.0%,-3%,-15%,nt
Cn1c(=O)c2c(-c3cccc(Br)c3)n(CCO)cc2n(C)c1=O,nt,?,-17%,-1%,nt,-0.2%,12%,-11%,nt
Cc1cccc(OCCCC(=O)Nc2ccc(Br)cc2)c1,0%,-2%,-27%,-2%,i,-0.2%,-1%,6%,-1.0
CN(CCCCCCCCC(=O)/C=N/O)Cc1ccccc1,2%,-14%,-24%,-5%,i,0.1%,1%,6%,-15
CCO[C@H]1OC(C(=O)N2CCN(C)CC2)=C[C@@H](C(C)(C)C)[C@@H]1CCCO,nt,4%,-6%,-1%,i,-0.6%,3%,5%,-0.2

# From PubChem BioAssay
